H9c2 protect: protects H9c2 cardiomyocytes from peroxide injury; H2O2 injury protection, ATPLite, 2 h; protection from H2O2 cell death, % at 20 µM; 0.63% of 360,000 active;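 active means compounds giving at least 50% protection of heart cells from peroxide-induced death in the single-dose screen, raw or plate-pattern-corrected value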;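 further: 0% = DMSO wells with peroxide and 100% = DMSO wells without peroxide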
N-glyco inh: N-linked glycosylation inhibition; D54 ERlucT glycosylation luciferase reporter, 24 h; percent of 100 nM tunicamycin response; reporter increase, % at 12.5 µM; 0.23% of 360,000 active;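 active means mean luciferase reporter signal, scaled so untreated is 0 and the glycosylation-blocking control 100, at or above a set limit in every replicate; inconclusive means mean reaches the limit but not every replicate does; inactive means mean below the limit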;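 further: luciferase carries N-glycosylation sites so blocking glycosylation raises the light; 0% = median of neutral control wells and 100% = median of 100 nM tunicamycin wells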
HTR2A ag: mouse HTR2A agonism via beta-arrestin recruitment; P35363; CHO-K1 mHTR2A beta-arrestin complementation, luminescence; percent of 30 µM serotonin response; activation, % at 7.6 µM; 0.66% of 360,000 active; AID 624169;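 active means activation above a run cutoff, the mean activation of all tested compounds plus 3 SD, cut at about 14% in these data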;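 further: 0% = plate median of compound wells and 100% = 30 µM serotonin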
MC4R antagonist: human MC4R antagonism in cAMP assay; P32245; MC4R-expressing cells, MTII-stimulated cAMP, LANCE TR-FRET; inhibition, % at 6.5 µM; 0.48% of 360,000 active; AID 540295;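 active means inhibition above its plate's cutoff, the mean of tested wells on that plate plus 3 SD, cut at about 29% in these data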;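 further: 0% = Melanotan II alone and 100% = Melanotan II plus saturating MCL0020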
Target sequence (P32245 whole entry, looked up): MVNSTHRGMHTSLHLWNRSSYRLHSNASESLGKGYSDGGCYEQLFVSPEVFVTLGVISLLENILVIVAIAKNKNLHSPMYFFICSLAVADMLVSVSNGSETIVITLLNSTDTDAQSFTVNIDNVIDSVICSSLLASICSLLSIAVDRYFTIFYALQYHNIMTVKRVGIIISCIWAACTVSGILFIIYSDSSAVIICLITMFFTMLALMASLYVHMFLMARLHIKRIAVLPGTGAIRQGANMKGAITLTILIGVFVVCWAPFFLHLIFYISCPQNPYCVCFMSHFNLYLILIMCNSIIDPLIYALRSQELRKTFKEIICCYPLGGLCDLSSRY
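Assay system: U2OS-MC4R stable cell line; Also added: Melanotan II; Technique: Eu-cAMP/anti-cAMP TR-FRET, emission 671 nm; Times: 30-min compound, 1-h challenge, 1-h detection, room temperature.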
ABCB6 inh MLPCN: blocks the human ABCB6 transporter. fluorescence ratio to DMSO, % at 10 µM. 0.19% of 360,000 active. K562-ABCB6 porphyrin accumulation, flow cytometry, 1 h; hits give low values;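 active means fluorescence ratio to DMSO below 75%, the collection mean minus 3 SD; inconclusive means too few cells collected in the well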;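 further: signal is porphyrin accumulated inside mitochondria; 100% equals median channel fluorescence of DMSO control wells; lower ratio means ABCB6 inhibition with less porphyrin fluorescence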
ABHD5-PLIN5 inh: ABHD5-PLIN5 protein interaction inhibition | Q00G26+Q8WTS1 | Split G. princeps luciferase complementation, luminescence, 4 h | inhibition, % at 4 µM | 0.78% of 360,000 active | AID 602281;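 active means inhibition above the mean inhibition across every tested compound plus 3 SD, cut at about 22% in these data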;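 further: 0% = DMSO only wells and the 100% control is not disclosed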
PDI turbidity: blocks human protein disulfide isomerase activity; AID 588391; PDI insulin aggregation turbidity, A650, 90 min; inhibition, % at 10 µM; 0.052% of 350,000 active;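 active means mean inhibition across replicates of 30% or more, whatever share of single replicates reach that level; inconclusive means mean inhibition below 30% while every single replicate reaches 30%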;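 further: absorbance from insulin aggregation driven by PDI reduction with DTT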
Target sequence (P07237 whole entry, looked up): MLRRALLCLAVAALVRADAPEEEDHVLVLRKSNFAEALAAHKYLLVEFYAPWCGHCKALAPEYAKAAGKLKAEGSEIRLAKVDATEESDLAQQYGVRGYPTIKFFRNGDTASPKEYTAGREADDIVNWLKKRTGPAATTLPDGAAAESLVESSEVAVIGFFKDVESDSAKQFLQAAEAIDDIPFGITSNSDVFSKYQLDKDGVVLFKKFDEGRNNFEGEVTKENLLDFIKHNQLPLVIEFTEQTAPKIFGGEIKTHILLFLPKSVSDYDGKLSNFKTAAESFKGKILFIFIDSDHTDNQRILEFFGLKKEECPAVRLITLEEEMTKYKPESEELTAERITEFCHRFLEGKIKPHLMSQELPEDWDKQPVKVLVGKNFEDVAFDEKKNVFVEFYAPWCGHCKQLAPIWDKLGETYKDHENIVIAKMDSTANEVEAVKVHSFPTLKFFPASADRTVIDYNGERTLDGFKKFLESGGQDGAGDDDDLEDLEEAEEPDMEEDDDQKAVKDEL
Granule exo inh: lytic granule exocytosis inhibition; inhibition, % at 10 µM; TALL-104 LAMP-1 surface exposure, flow cytometry; cells stimulated with thapsigargin and PMA; 0.66% of 360,000 active; AID 651702;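 active means inhibition above about 55%, limit read from the data; inconclusive means no clear call, values can overlap the other calls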
CaV13 ICDI inh: Disruptors of the CACNA1D IQ motif to Ca2+-dependent inactivation inhibitor domain association, primary screening, Förster resonance energy transfer in intact living …. HEK cells, CFP/YFP FRET ICDI-IQ, plate reader, 10 min; percent FRET-ratio fall versus neutral wells. inhibition, % at 12.3 µM. 0.098% of 340,000 active;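 active means mean replicate inhibition of at least 30% and at least 1% of replicates passing that level; inconclusive means only one of the two criteria is met; inactive means neither criterion is met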;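 further: 0% = median of the neutral control wells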
MC4R barr agon: activates human MC4R beta-arrestin recruitment | 0.98% of 360,000 active | AID 540308 | activation, % at 8.9 µM | U2OS MC4R beta-arrestin complementation, luminescence; percent of melanotan II response, DMSO zero;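 active means activation above a per-plate cutoff, the mean activation of sample wells on that plate plus 3 SD, cut at about 8% in these data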
* hit, by the source's call; ? = inconclusive; / = no result given; & = joins results of further samples; ! = not confirmed by another sample.

SMILES	H9c2 protect	N-glyco inh	HTR2A ag	MC4R antagonist	ABCB6 inh MLPCN	ABHD5-PLIN5 inh	PDI turbidity	Granule exo inh	CaV13 ICDI inh	MC4R barr agon
CCOC(=O)C1CCCN(C(=O)CNC(=O)c2ccc(Br)o2)C1 (centres undefined)	-3	0	8	0	98	6	-1	0	-3	3.8
Cc1ccc(S(=O)(=O)NC(=O)C2(C)CCN2C(=O)C2(c3ccc(Cl)cc3)CC2)cc1 (centres undefined)	2	1	4	4	91	-5	-2	4	-10	1.5
COc1ccc(C(=O)Nc2ccc3oc(-c4cccc(F)c4)nc3c2)cc1OC	6	0	5	3	93	5	-3	-2	-5	1.1
COc1ccc(CC(=O)Nc2ccc(S(=O)(=O)N(C)C)cc2)cc1OC	12	0	3	1	86	-3	12	-3	-5	0.5
Oc1ccccc1C=NNC(=S)NC1CC2C=CC1C2 (centres undefined)	10	11	19*	-12	97	-2	9	4	-5	3.7
CC(=O)N1CCOc2ccc(S(=O)(=O)NCc3ccc(F)cc3)cc21	-5	1	0	-3	93	-5	3	-1	-7	-2.7
Cn1c(=O)c2[nH]c(NN=Cc3cccc(Br)c3)nc2n(C)c1=O	50*	2	-1	24	89	-3	-9	0	-7	-0.8
COc1ccc(CCNC(=O)c2cccnc2SC)cc1	0	0	2	9	100	-2	-5	-3	-6	-0.9
CC1CCCCN1CCCNc1ccc(C(CC(N)=O)NC(=O)c2ccccc2)cc1[N+](=O)[O-] (centres undefined)	1	3	-3	-4	96	10	-10	0	-12	0.3
Cc1c(Br)c(C(=O)NCc2cc3cc(Cl)ccc3[nH]2)nn1C	2	1	-3	14	107	2	3	?	-6	-1.3
C[C@H](NC(=O)c1nc[nH]c1C(=O)N(C)Cc1ccccc1)C(=O)OC(C)(C)C	2	0	4	2	101	1	-2	-1	-6	-1.5
CC(=O)[C@H]1CC[C@@H](c2ccccc2)N(S(=O)(=O)c2ccc(C)cc2)C1	/	/	0	/	/	-2	/	7	-11	/
CCc1noc(C)c1C(=O)NNC(=O)c1ccccc1F	-6	-1	-5	-4	100	-5	-2	-2	-6	-4.0
Cn1c(=O)c2cc(NC(=O)CCc3cccc(Cl)c3)ccc2n1Cc1cccc(C(F)(F)F)c1	-8	-2	3	-5	95	-2	-5	1	-12	14*
O=C(N/N=C/c1c[nH]c2ccccc12)c1ccc(Br)cc1	-9	0	-3	-8	96	-1	0	-12	-19	-0.6
C=C1C(=O)[C@@]23[C@H](O)C[C@@H]4C(C)(C)CC[C@H](O)[C@@]4(C)[C@@H]2CC[C@@H]1[C@H]3O	-20	-21	-6	13	97	53*	2	0	-5	-1.2
CC1(C(=O)NCc2ccccc2)CSCC(=O)N1C1CCN(Cc2ccccc2)CC1 (centres undefined)	/	/	-4	/	/	-7	/	-5	-6	/
COc1ccc(NCC(=O)n2c(C)c(C)c3ccccc32)cc1	19	25	-6	-6	98	11	-2	0	-18	-0.9
COc1cc(C(=O)N2CCC3(CC2)NCCc2[nH]cnc23)cc(OC)c1OC	12	1	2	1	99	-4	1	-1	-6	-1.4
CC1CCCC(C)N1C(=O)COC(=O)c1cc(F)c(F)cc1Cl (centres undefined)	-5	1	4	-3	89	4	2	-6	-6	-0.3
Cc1cc(NC(=O)c2cc3nc(C4CC4)cc(C(F)(F)F)n3n2)no1	19	1	-2	-4	116	3	-4	-6	-5	-1.0
Cc1ccccc1-c1cc2nc(NCCOc3ccccc3)n(C)c(=O)c2s1	-8	2	1	0	97	1	0	0	-5	0.9
COc1ccccc1CN1C[C@@H]2C[C@@H](c3ccc(C)cc3)N3CCC[C@@]23C1=O	-2	-1	1	17	96	-6	3	8	-7	1.4
COc1ccc(-n2cc(CNCCN3CCOC3=O)c(-c3ccccc3Cl)n2)cc1	5	2	0	-8	97	3	-5	-1	-6	-0.9
CCCNC(=O)CN(c1ccc(F)c(Cl)c1)S(C)(=O)=O	4	1	7	6	104	-4	13	-1	-7	-1.9

Remaining list, next part
SMILES	H9c2 protect	N-glyco inh	HTR2A ag	MC4R antagonist	ABCB6 inh MLPCN	ABHD5-PLIN5 inh	PDI turbidity	Granule exo inh	CaV13 ICDI inh	MC4R barr agon
CC1(C)CC(=O)C2=C(C1)NC(=O)CC2c1cccc(F)c1 (centres undefined)	8	3	3	5	96	3	6	-2	/	-0.3
CCCCOCP(=O)(CC)COCCCC	3	2	5	-2	120	0	4	0	-5	0.7
COC(=O)c1ccc(NC(=O)Cn2c([N+](=O)[O-])cnc2C)cc1	-3	6	1	-3	89	3	6	9	-18	-0.6
CCN(CC)S(=O)(=O)c1cc(NC(=O)C(C)Nc2ccccc2N2CCOCC2)ccc1C (centres undefined)	-4	-3	6	-3	96	8	-4	0	9	4.7
C/C=C\C=C/C(=O)Nc1cccc(C2=NOC3(C2)C[C@@H](C(N)=O)N(C(=O)COc2ccc(Cl)cc2)C3)c1 (some centres undefined)	0	-4	-2	3	98	0	-2	-3	-10	0.5
O=C(OCCN1CCOCC1)C(c1ccccc1)c1ccccc1	-2	1	4	-11	100	7	4	1	/	-0.8
Oc1c(Br)cc2oc3c(c2c1CNCc1ccccc1)CCCC3	13	5	-1	7	114	-10	1	-3	-5	1.5
CC(C)c1ccc(C2NC(=O)NC3=C2CCc2ccccc23)cc1 (centres undefined)	-8	2	3	4	106	-4	11	-9	-5	-0.4
CCn1cc(C(=O)N[C@@H](CC(C)C)C(=O)NCCCn2ccnc2)c(=O)c2cc3c(cc21)OCO3	3	1	0	8	102	-2	15	-13	-8	-0.4
COc1cccc(C(=O)NC(C)C(c2cccs2)N2CCOCC2)c1 (centres undefined)	13	0	-2	8	85	-1	/	-4	-5	0.4
COC(=O)Cn1ccc2cc(S(=O)(=O)N3CCCCC3)ccc21	-7	-1	-4	16	98	7	-1	2	-3	-1.6
CC1CCC2(CC1)NC(=O)N(NC(=O)c1ccc(OC(C)C)cc1)C2=O (centres undefined)	-10	3	12	-3	94	-14	-5	-1	-7	-1.0
CCCOc1ccc(C2C(C(=O)/C=C/c3ccco3)=C(O)C(=O)N2CCN2CCOCC2)cc1OC (centres undefined)	-4	2	-4	12	98	6	0	6	-3	2.4
CCOC(=O)[C@]12CCCC=C1N(Cc1ccc(Cl)cc1Cl)C(=O)[C@H](CC(=O)NCc1ccc(C)o1)C2	/	/	-1	/	98	-2	/	3	-6	/
COCCNC(=O)CN(C(=O)CCC(=O)Nc1ccccn1)c1ccc(F)cc1	1	-1	-3	5	92	-4	-1	-1	0	-0.6
O=C(COC(=O)CCOc1ccccc1)Nc1cc(S(=O)(=O)N2CCCCC2)ccc1Cl	-7	-1	3	-2	98	-2	-3	-4	-6	-1.1
C[C@@H]1CN([C@H](C)CO)C(=O)CCCn2cc(nn2)CO[C@H]1CN(C)S(=O)(=O)c1ccccc1F	5	1	-3	/	104	-1	/	-1	-7	/
Cc1cc(O)c(-c2cc(C(=O)NCCc3ccc(S(N)(=O)=O)cc3)[nH]n2)cc1C	13	-2	0	7	95	6	1	1	-2	0.9
COc1ccc(S(=O)(=O)N2CCCCCC2)cc1C(=O)N(C)CC(=O)Nc1ccccc1Cl	-3	1	-1	6	104	-2	0	-6	-5	-2.6
COc1cccc(C(=O)NC(=S)Nc2ccc([N+](=O)[O-])cc2C)c1	-3	0	-3	8	98	3	-5	7	-5	5.3
CCOC(=O)c1c(-c2ccc(F)cc2)csc1NC(=O)CN1C(=O)NC2(CCCCC2C)C1=O (centres undefined)	-6	-4	-3	32*	99	-3	-2	?	-5	1.3
Cc1cc(C)cc(NC(=O)c2ccc(CNc3c(N4CCCC4)c(=O)c3=O)cc2)c1	-1	3	-7	7	97	-7	-3	1	-2	-3.3
CC(C)[C@H](NC(=O)[C@@H]1CSC2c3ccccc3C(=O)N21)C(=O)N1CCCCC1 (some centres undefined)	3	2	-3	8	92	-9	-2	-1	-14	-0.8
COc1ccc(CCC(C)N2CCC(CO)(Cc3ccccc3)CC2)cc1 (centres undefined)	4	0	-2	5	102	-6	2	52	-5	0.1
CN(C(=O)CSc1nnc(Cc2ccccc2F)n1N)C1CCS(=O)(=O)C1 (centres undefined)	17	0	-2	7	103	1	-9	2	/	-0.8

Later entries.
SMILES	H9c2 protect	N-glyco inh	HTR2A ag	MC4R antagonist	ABCB6 inh MLPCN	ABHD5-PLIN5 inh	PDI turbidity	Granule exo inh	CaV13 ICDI inh	MC4R barr agon
O=C(NC1CCN(C(=S)Nc2ccc(F)cc2)CC1)c1ccco1	-1	1	4	2	99	-4	22	-2	-2	1.4
O=C(NCc1ccccn1)c1cc(Br)ccc1Cl	6	3	0	-6	89	10	-3	3	-3	4.6
O=C1C2C(C(=O)N1c1nccs1)C1C=CC2C12CC2 (centres undefined)	9	2	3	4	99	-1	0	-10	-17	0.7
O=C(NN=C1CCN(Cc2ccccc2)CC1)c1cccc(S(=O)(=O)Nc2ccccc2Cl)c1	7	0	3	-3	94	8	7	5	-2	2.5
COCCN(C(=S)Nc1cccc(Cl)c1C)C(C)c1ccco1 (centres undefined)	-8	-1	5	11	91	0	-4	1	-5	0.3
CCc1nnc(SCC(=O)Nc2ccc(N3CCN(S(C)(=O)=O)CC3)cc2)o1	8	0	9	10	98	1	-3	4	-5	1.3
COc1cccc(N(C(=O)Cn2nnc3ccccc32)C(C(=O)NCc2ccco2)c2cccnc2)c1 (centres undefined)	8	0	3	3	87	2	-7	-2	/	-1.2
COc1cc(-c2nnc(-c3cccnc3)o2)cc(OC)c1OC	2	4	9	-4	88	1	-1	-2	-8	-1.8
O=C(O)c1ccc(CS(=O)(=O)c2cccc(C(F)(F)F)c2)o1	13	2	1	9	99	-12	-4	-5	-4	1.7
COc1ccc(/C=N/n2c(SC)nnc(C(C)(C)C)c2=O)cc1	0	4	6	-5	104	11	0	0	-5	0.2
O=C1N=C(N2C=CC(=C3C=CNC=C3)C=C2)/C(=C/N=NC(=O)c2ccccc2O)S1	5	-1	-1	-30	108	-4	1	-3	-18	-4.5
Nc1ccc(C(=O)OCc2ccncc2)cc1[N+](=O)[O-]	0	-1	-4	-8	95	6	5	4	9	-3.3
Cc1ccc(C(=O)NC2(C(F)(F)F)N=C3SCCN3C2=O)cc1 (centres undefined)	3	3	1	-8	97	-7	-10	0	/	-0.4
CCC(C)C(NC(=O)C(N)CC(C)C)C(=O)NC(CCC(=O)OCc1ccccc1)C(N)=O (centres undefined)	0	1	0	-3	96	-4	-2	7	-5	0.0
Cc1ccc(Cl)cc1NC(=S)N(CCCN1CCN(C)CC1)Cc1ccco1	2	3	-6	5	101	-1	1	-1	-20	-0.1
O=C(O)c1cc(-c2ccco2)nc2ccc(Br)cc12	9&-2	1&3	0&5	9&15	100&100	29*!	-1&-1	2&1	-7	-1.7&4.1

High-throughput results deposited in PubChem BioAssay by several laboratories.
